Bioassay records deposited in PubChem BioAssay by several laboratories.
EP2 mod = modulates human prostaglandin E2 receptor EP2 signaling; P43116; EP2-expressing cells, cAMP HTRF FRET, PGE2 co-stimulation; induction, % at 25 µM; 260,000 compounds, 0.83% hits;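 active means compounds whose cAMP rise, as percent of the full-agonist control response, exceeds 60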;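 further: rat C6 glioma line stably carrying human EP2 under a CMV promoter; the protocol text gives 20 µM as final concentration; 100% = response of wells given 1 µM PGE2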
Target sequence (P43116 whole entry, looked up): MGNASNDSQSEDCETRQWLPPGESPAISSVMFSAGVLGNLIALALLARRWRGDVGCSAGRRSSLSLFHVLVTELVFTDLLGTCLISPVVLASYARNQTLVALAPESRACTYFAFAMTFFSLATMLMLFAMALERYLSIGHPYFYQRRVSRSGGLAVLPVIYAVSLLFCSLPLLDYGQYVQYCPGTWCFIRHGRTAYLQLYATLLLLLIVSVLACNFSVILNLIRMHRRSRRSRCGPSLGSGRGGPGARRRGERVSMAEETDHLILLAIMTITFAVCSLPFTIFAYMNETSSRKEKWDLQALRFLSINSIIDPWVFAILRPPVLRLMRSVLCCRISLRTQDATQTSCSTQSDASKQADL
TRPML3 agonist = agonists of human TRPML3 channel. 220,000 compounds, 0.29% hits. HEK293 TRPML3-YFP, Fluo-8 calcium fluorescence; 100% = the carbachol control signal. activation, % at 3 µM. Q8TDD5;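 active means activation above its plate's cutoff, the mean activation of the plate's test wells plus 3 SD, cut at about 12% in these data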;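 further: 0% = DMSO only wells and 100% = carbachol wells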
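Test system – HEK293 line with stable expression of human TRPML3-YFP channel · Control set – carbachol 87 µM final as high control (100%), DMSO as low control (0%) · Signal – Fluo-8 calcium dye fluorescence, ex 470-495, em 515-575 nm · Incubation – 1-h 37 °C dye load, 5-s basal, 120-s post-compound reads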
NPY-Y2 PAM-ag = potentiators or agonists of human neuropeptide Y receptor Y2 | P49146 | cells expressing NPY-Y2, potentiator/agonist read-out | activation, % at 3.6 µM | 220,000 compounds, 0.45% hits | AID 1359; in the data active means activation above about 27%;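 further: cells stimulated with NPY near EC25 plus isoproterenol at EC100; 0% = vehicle plus submaximal agonist and 100% = vehicle plus saturating agonist; some results beyond the cut were filed as inactive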
S1P4 agonist = human S1P4 receptor agonism. O95977. activation, % at 4.98 µM. 220,000 compounds, 0.35% hits. S1P4-expressing cell line, agonist reporter assay. AID 1509; in the data active means activation above about 11%;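 further: 0% = DMSO vehicle and 100% = reference agonist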
Target sequence (O95977 whole entry, looked up): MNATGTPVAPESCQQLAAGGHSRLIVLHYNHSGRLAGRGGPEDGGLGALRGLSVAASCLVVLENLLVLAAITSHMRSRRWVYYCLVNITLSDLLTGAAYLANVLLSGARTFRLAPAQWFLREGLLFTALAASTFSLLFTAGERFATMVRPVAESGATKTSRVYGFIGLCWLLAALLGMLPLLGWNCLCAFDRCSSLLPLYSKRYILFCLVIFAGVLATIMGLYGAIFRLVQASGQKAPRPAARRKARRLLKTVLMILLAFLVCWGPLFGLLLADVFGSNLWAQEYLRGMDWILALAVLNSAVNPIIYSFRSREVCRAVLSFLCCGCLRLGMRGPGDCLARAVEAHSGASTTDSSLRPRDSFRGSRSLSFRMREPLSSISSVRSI
CHOP inhibitor = blocks CHOP induction under ER stress. CHO-K1 CHOP-promoter luciferase, tunicamycin-induced, 15-18 h. inhibition, % at 10 µM. 220,000 compounds, 3.8% hits;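 active means compounds that reduced the stress-induced luciferase reporter signal by more than about 70% of percent inhibition, limit read from the data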;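 further: 0% = tunicamycin plus vehicle and 100% = wells without tunicamycin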
NPY Y1 blocker = NPY-Y1 (human) receptor antagonism. AID 1040. P25929. 200,000 compounds, 1% hits. inhibition, % at 3.6 µM. HEK293-CNG Y1 cells, membrane potential fluorescence; NPY at EC95, then isoproterenol;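 active means inhibition above the campaign mean inhibition of all tested compounds plus 3 SD, cut at about 20% in these data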;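 further: 0% = DMSO wells given NPY plus isoproterenol and 100% = isoproterenol alone without NPY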
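Material: HEK293 Y1/CNG channel cell line; also added: NPY (25 nM), isoproterenol (1 µM), Ro 20-1724 (25 µM); doses: one concentration, 3.6 µM, in 0.4% DMSO; schedule: compound incubation 1 h at room temperature, readout 45 min post-stimulation; technique: membrane potential fluorescence; measure: fluorescence ratio normalized to % inhibition between controls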
NPY1 pot ag = human NPY-Y1 potentiation or agonism, primary screen | NPY-Y1 expressing cells, potentiator/agonist activation | activation, % at 3.6 µM | 220,000 compounds, 0.37% hits; in the data active means activation above about 33%, passing the limit was not always enough;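 further: cells stimulated with NPY at EC10 then isoproterenol at EC100; 0% = low agonist plus stimulus and 100% = saturating agonist plus stimulus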
zfTRPN1 agonist = zebrafish TRPN1 (NompC) channel agonism | HEK293 zebrafish TRPN1-YFP, Fluo-8 calcium fluorescence; 100% = response to 87 µM carbachol | activation, % at 3 µM | 220,000 compounds, 0.18% hits;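 active means activation above its plate's cutoff, the mean activation of test wells on that plate plus 3 SD, cut at about 19% in these data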;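 further: 0% = DMSO alone and 100% = 87 µM carbachol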
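Assay system: Zebrafish TRPN1-YFP in HEK293 cells | Incubation: Dye loading 1 h at 37 °C, then 30 min room temperature | Measured by: Kinetic Fluo-8 fluorescence, ex 470-495, em 515-575 nm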
S1P4 antagonist = blocks the human S1P4 receptor | O95977 | S1P4-expressing cells, antagonist mode, reporter read-out | inhibition, % at 4.98 µM | 220,000 compounds, 0.26% hits | AID 1510; in the data active means inhibition above about 29%;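 further: 0% = wells stimulated with agonist and 100% = vehicle wells without agonist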
* = called active by the depositor; . = not tested or not shown.

SMILES	EP2 mod	TRPML3 agonist	NPY-Y2 PAM-ag	S1P4 agonist	CHOP inhibitor	NPY Y1 blocker	NPY1 pot ag	zfTRPN1 agonist	S1P4 antagonist
O=C(CSc1nc2nc3c(cc2c(=O)n1-c1ccccc1)CCCC3)Nc1ccccc1	18	0.2	-6	7.2	9	-3	6	-0.5	-19
COC(=O)C1C(=O)C=C(N2CCOCC2)CC1(C)C (configuration not stated)	-4	0.4	3	0.9	-26	-1	10	0.3	3
O=C(CSCc1ccc(Br)cc1)NCc1ccccn1	-3	-1.8	8	2.6	6	0	-5	-0.7	-15
CCOC(=O)C1(Cc2cccc(OC)c2)CCN(CC2CC=CCC2)CC1 (configuration not stated)	-34	1.1	-6	1.8	31	17	0	1.3	-4
Cc1cc2nc(CCN(Cc3cccnc3)C(=S)Nc3ccc(F)cc3)[nH]c2cc1C	-2	-0.8	-1	1.6	26	1	-26	0.4	-2
CN1CCN(c2ccc(C(=O)c3ccccc3)cc2[N+](=O)[O-])CC1	-25	1.4	2	0.1	16	1	4	0.4	-7
Cn1nnnc1SCC(=O)Nc1ccc(Cl)c(S(=O)(=O)N2CCOCC2)c1	-1	1.2	3	-1.3	1	.	4	1.1	3
COc1cccc(/C=N/NC(=O)c2c(C)nc3ccc(Br)cn23)c1O	-62	0.7	-3	2.0	69	4	14	2.8	-5
COc1ccc(N2CCN(/C(=N\S(=O)(=O)c3ccc(C)cc3)Nc3nc(C)cc(C)n3)CC2)cc1	43	0.6	7	-1.0	28	-1	9	-1.3	5
CCOC(=O)NC(=O)/C(N=Nc1ccc(C(F)(F)F)cc1)=C(\C)O	18	0.1	-11	-3.5	-11	0	-12	0.0	11
Cn1c(CCCNC(=O)c2cccs2)nc2ccccc21	2	0.1	1	-1.4	13	10	-5	-0.8	4
CC(=O)Nc1ccc(S(=O)(=O)N2CCC(N(C)CCC(C)C)CC2)cc1	6	1.4	-5	-0.7	2	2	-8	1.3	-5

One compound at a time (already shown).
`O=C(CSc1nc2nc3c(cc2c(=O)n1-c1ccccc1)CCCC3)Nc1ccccc1` across the screens: EP2 mod = 18; TRPML3 agonist = 0.2; NPY-Y2 PAM-ag = -6; S1P4 agonist = 7.2; CHOP inhibitor = 9; NPY Y1 blocker = -3; NPY1 pot ag = 6; zfTRPN1 agonist = -0.5; S1P4 antagonist = -19
`CCOC(=O)C1(Cc2cccc(OC)c2)CCN(CC2CC=CCC2)CC1` (configuration not stated) across the screens: EP2 mod = -34; TRPML3 agonist = 1.1; NPY-Y2 PAM-ag = -6; S1P4 agonist = 1.8; CHOP inhibitor = 31; NPY Y1 blocker = 17; NPY1 pot ag = 0; zfTRPN1 agonist = 1.3; S1P4 antagonist = -4

Following part:
SMILES	EP2 mod	TRPML3 agonist	NPY-Y2 PAM-ag	S1P4 agonist	CHOP inhibitor	NPY Y1 blocker	NPY1 pot ag	zfTRPN1 agonist	S1P4 antagonist
Cc1nn(-c2ccc(F)cc2)c(Cl)c1/C=N/NC(=O)c1cccs1	-1	0.0	2	2.3	93*	1	-39	-0.2	2
CCCNC(=O)CN(c1cccc(F)c1)S(C)(=O)=O	9	0.2	6	-0.6	1	0	-20	0.0	-5
Cc1cc(=O)n(C)c(=O)n1CCCCCCOc1cccc([N+](=O)[O-])c1	-25	1.8	2	0.8	22	-1	-36	2.0	-14
Cc1ccc(-n2ncc3ccccc3c2=O)cc1Cl	-20	-0.6	-8	2.0	-30	-2	8	-0.7	-4
COc1cc(C(=O)C(=O)c2ccc(O)c(OC)c2)ccc1O	2	0.3	4	3.0	11	.	8	1.0	-5
CCSc1nnc(NC(=O)CCNS(=O)(=O)c2cc(Br)cnc2N)s1	-28	-1.0	28*	0.6	39	1	0	0.7	-6
CC1=C(C(=O)OC(C)C)C(c2ccccn2)n2ncnc2N1 (configuration not stated)	7	1.2	4	0.9	20	2	5	0.9	-17
CCOc1cc(N2CCOCC2)c(OCC)cc1NC(=O)CN1CCC(Cc2ccccc2)CC1	39	0.8	-2	1.1	28	-5	-15	0.0	-12
N#Cc1cnn(-c2nc3sc4c(c3c(=O)[nH]2)CCCC4)c1N	-6	1.0	-12	-0.5	-4	0	-8	1.6	-14
Cc1ccc(C)c(CN2C(=O)COc3ccc(C(=O)c4ccccc4C(=O)O)cc32)c1	34	-0.3	-8	1.1	40	-2	-1	-0.5	-26
COC(=O)c1c(C)oc(C)c1S(=O)(=O)NCc1ccco1	7	0.6	15	1.6	16	.	-13	0.8	-1
CN1C(=O)c2cccc(NCCCN3C(=O)c4ccccc4C3=O)c2C1=O	6	-0.1	10	0.2	5	7	-4	1.9	-2
Cc1cc(C)n2nc(C(=O)N/N=C/c3ccccc3C)nc2n1	-5	-0.3	6	0.9	0	.	6	1.6	6
Cc1c(N2C(=O)c3ccc(Br)cc3C2=O)c(=O)n(-c2ccccc2)n1C	1	0.7	13	-3.6	4	0	14	-0.6	11
O=C(Nc1nncs1)c1ccc(N2C(=O)C3C4C=CC(C4)C3C2=O)cc1 (configuration not stated)	31	0.7	6	0.0	40	-2	-5	1.0	-13
O=C(/C=C/c1cccnc1)c1ccccc1O	0	0.7	-39	0.4	-66	.	-9	0.6	-8
CC(C)NC(=O)Cn1c(=O)c2c(ncn2Cc2ccccc2)n(Cc2ccccc2)c1=O	12	0.6	-3	2.6	-117	-1	-6	-0.8	3
CCCN1C(=O)c2ccccc2NC1c1ccc(OC)cc1OC (configuration not stated)	26	-1.5	0	1.3	-1	0	-10	-3.2	1
CN(C)S(=O)(=O)n1ccnc1	11	0.9	-5	1.3	-13	-9	2	-1.0	-8
COc1cc(/C=N/NC(=O)c2cc(-c3ccccc3)sc2N)cc(OC)c1OC	-40	1.9	-18	-1.1	-7	.	2	5.6	1
CC1CC(C)CN(C(=O)CSc2ccsc2[N+](=O)[O-])C1 (configuration not stated)	-7	-0.7	-6	-1.8	-19	0	-10	-1.6	7
CCOc1ccc(CCNS(=O)(=O)c2ccc3c(c2)NC(=O)CC(=O)N3)cc1OCC	16	-0.1	-5	0.0	-14	10	1	-0.5	-3
CC(C)(C)C(=O)/C(C#N)=C/c1ccc(O)cc1	-31	0.8	4	1.2	19	-2	6	1.2	-3
CN1CC=C2C(C#N)=C(N)C(C#N)(C#N)C(c3cccc(Cl)c3Cl)C2C1 (configuration not stated)	31	0.1	12	-0.4	-2	5	18	3.8	10
Oc1ccc(CNC2CCCCC2)cc1	-16	0.8	-8	-0.4	-24	-1	4	0.4	-11
Cc1ccc2cn[nH]c2c1[N+](=O)[O-]	-46	0.4	-2	-0.2	12	0	8	0.2	-7
COc1ccc2c(c1)c1nc3ccccc3nc1n2CC(=O)OC(C)C	-1	0.7	8	1.4	94*	0	-3	-0.5	-10
CN(C(=O)COC(=O)/C=C/c1ccccc1[N+](=O)[O-])c1ccccc1	-21	-0.2	6	0.8	35	2	-14	0.5	-8
CC(C)CC(=O)NC(=S)Nc1ccc(CN2CCOCC2)cc1	-8	0.9	3	1.0	-7	.	-10	2.5	-2
O=C(NCc1ccccc1)c1ccc(Cl)cc1[N+](=O)[O-]	14	0.1	-8	2.5	-1	4	-15	0.2	-12
Cc1ccc(/C=N/NC(=O)CN2CCN(Cc3ccccc3)CC2)o1	-17	0.7	-2	0.4	-12	.	2	-0.6	-4
C/C(=N\Nc1ncc(Cl)cc1Cl)c1ccc(S(=O)(=O)NCc2ccco2)cc1	0	0.4	3	0.1	42	0	-31	-0.1	-6
Cc1ccc(C)c(N2CCN(C(=O)CN(C)S(=O)(=O)c3ccc4c(c3)CCC(=O)N4)CC2)c1	-8	1.7	-7	1.2	-13	13	-31	-0.5	-8
CN1C(=O)N(C)C2CC1N(C)C(=O)N2C	12	-0.1	-5	1.3	-19	5	-10	0.0	-7
O=C(COc1ccc(-n2ccnc2)cc1)Nc1cccc(F)c1	-56	3.8	3	1.7	2	.	-12	7.5	10
NC(=O)N1CC(O)CC1C(=O)Nc1ccc(Cl)c(Cl)c1 (configuration not stated)	-5	0.6	-1	-1.0	-13	-10	-6	0.5	-13
COC(=O)c1ccc(NC(=O)CSc2nnc(Cc3cccn3C)n2-c2ccc(F)cc2)cc1	21	-0.2	4	0.4	22	-4	11	-1.9	-9
Cn1cc(P(=O)(N2CCOCC2)N2CCOCC2)cc1P(=S)(N1CCOCC1)N1CCOCC1	9	0.7	-7	0.7	-3	-2	4	0.6	-24
Cc1nn(C)cc1CNC(=O)Nc1ccc(Cl)c(Cl)c1	-27	0.1	-6	0.3	43	-1	8	-0.2	-13
CSc1nc(-c2ccccc2)nc2c1COC(C)(C)C2	64*	-0.4	-25	0.7	44	2	9	1.8	-12
O=C(Nc1ccc2c(c1)OCCO2)c1cc(-c2ccccn2)nc2ccc(Br)cc12	31	0.9	-9	-0.6	101*	12	-3	1.8	17
COc1ccc(C(=O)NC2=C(C#N)CCC2)cc1OC	-28	0.4	-12	0.2	-25	0	13	0.1	-7
O=C(Cn1nnc(-c2ccc(NC(=O)c3ccccc3F)cc2)n1)NCc1ccc(F)cc1	18	0.7	-1	-2.2	-36	.	11	1.0	-15
O=C1C2C(c3ccccc3)C=CC(c3ccccc3)C2C(=O)N1c1cccnc1 (configuration not stated)	36	0.3	9	5.1	27	5	4	-0.5	-16
COC(=O)c1ccc(C2C(C#N)=C(N)Oc3cc(C)n(C)c(=O)c32)cc1 (configuration not stated)	4	1.5	6	1.0	6	-1	-28	0.9	-19
Cn1cc([N+](=O)[O-])c(C(=O)NCC(=O)O)n1	19	1.1	-7	0.4	8	9	-4	1.6	-4
COC(=O)[C@H](C)NC(=O)/C=C/c1ccc(OC)cc1	14	0.5	10	-0.3	4	0	-2	0.1	-8
O=C1SC(SCc2ccccc2)=N/C1=C\c1ccc(C(=O)O)cc1	9	0.2	-2	-1.3	43	6	-8	0.3	-1
Cc1ccc(-n2c(N)c(C(=O)Nc3ccccc3F)sc2=S)cc1C	-36	0.9	0	0.7	10	1	12	0.1	-3
CCCc1nc(NCc2ccccc2)c(C#N)c2c1CCCC2	29	0.2	16	0.9	30	-5	19	0.8	-1
COCCCNC(=O)C(=O)NC1CCCCC1C (configuration not stated)	7	0.8	-6	2.4	-4	2	9	0.8	-13
COc1cc(-c2nnc(COc3ccc4ccccc4c3)o2)cc(OC)c1OC	-42	0.3	10	1.1	23	23*	-8	0.3	-9
C=CCNC(=O)c1c(-c2c(F)cccc2Cl)noc1C	-20	0.8	7	1.8	-31	-1	-3	-1.2	-18
NC(=S)N/N=C/c1ccc(-c2ccccc2)o1	-52	-1.1	2	0.5	38	3	6	-1.9	-4
Cc1cccc(C(=O)c2cccc(C)c2)c1	44	1.5	1	0.0	-18	0	2	0.3	-10
O=C(CSc1nc2ccsc2c(=O)n1CC1CCC(C(=O)O)CC1)c1ccc(Cl)cc1 (configuration not stated)	-15	1.5	16	-0.5	102*	4	-8	1.1	-5
O=C(CCNc1cc(Cl)cc(Cl)c1)c1cccs1	-16	0.3	-13	0.9	39	6	-2	-0.9	-5
